Keap1 Nrf2 FP: inhibitors of human Keap1-Nrf2 protein-protein interaction | Q14145 | Keap1 Kelch-Nrf2 peptide fluorescence polarization, 1536-well | inhibition, % at 9.4 µM | 340,000 compounds, 0.15% hits; in the data active = inhibition above about 12%;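 note: human Keap1 Kelch domain with fluorescein labeled Nrf2 9mer peptide probe; 0% = neutral control wells and 100% = peptide positive control; higher means more block of Keap1 binding to Nrf2 peptide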
Arr AP2 block: inhibitors of human beta-arrestin and AP2 interaction | FITC-arrestin peptide / GST-AP2 beads, flow cytometry; AP2 beta2 appendage carries R879A mutation | inhibition, % at 10 µM | 340,000 compounds, 0.31% hits | AID 504490;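 active = inhibition above a set limit, near 3 SD of compounds lacking own fluorescence, cut at about 54% in these data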;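 note: plate controls were DMSO wells for no effect and 5 µM unlabelled arrestin peptide for full effect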
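Material – AP2 appendage R879A on GSH beads · Buffer or medium – PBS with 0.05% Tween 20 and 0.1% BSA · Probe or stimulus – fluorescein-tagged arrestin peptide at 50 nM final · Incubation – compound with beads 12 min RT, then probe 1 h RT · Detection – high-throughput flow cytometry of beads, ex 488, em 535 nm · Evaluation – percent response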
NSD2 HMT inh: NSD2 (human) methyltransferase inhibition; O96028; NSD2 peptide methylation, AlphaScreen, 120 min; inhibition, % at 12.5 µM; 310,000 compounds, 0.54% hits; in the data active = inhibition above about 50%
SR-BI DiI-HDL act: SR-BI HDL lipid transfer activation | CHO ldlA[mSR-BI] cells, DiI-HDL uptake fluorescence, 3 h; 100 = double the neutral-control signal | activation, % at 12.5 µM | 320,000 compounds, 0.096% hits;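 active = mean replicate activation of at least 60% and every replicate at or above 60%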;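 note: 0% = median plate neutral-control signal and 100% = twice that signal; values of inactives mirror those of a sister screen read the other way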
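Material – SR-BI-overexpressing, LDLR-lacking CHO cells · Medium – BSA-supplemented, HEPES-buffered Ham's F12, pH 7.4 · Doses – single concentration · Times – compound with DiI-HDL co-incubation, 3 h at 37 °C · Measured by – bottom-read fluorescence, 550/595 nm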
PKA-R2B act: activators of human PKA-R2B complex. P22694+P31323. PKA-R2B holoenzyme dissociation, Cy5-IP20 fluorescence polarization; R2B truncated from residue 108, S112A mutant; 0% DMSO only, 100% 113 µM cGMP. activation, % at 11.4 µM. 340,000 compounds, 0.079% hits. AID 504700;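 active = activation above a cutoff set at the mean over all compounds plus 3 SD, cut at about 18% in these data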;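 note: higher means more holoenzyme dissociation and a rise in polarization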
Target sequence (P31323 whole entry, looked up, other chains not shown, the tested form may be a part): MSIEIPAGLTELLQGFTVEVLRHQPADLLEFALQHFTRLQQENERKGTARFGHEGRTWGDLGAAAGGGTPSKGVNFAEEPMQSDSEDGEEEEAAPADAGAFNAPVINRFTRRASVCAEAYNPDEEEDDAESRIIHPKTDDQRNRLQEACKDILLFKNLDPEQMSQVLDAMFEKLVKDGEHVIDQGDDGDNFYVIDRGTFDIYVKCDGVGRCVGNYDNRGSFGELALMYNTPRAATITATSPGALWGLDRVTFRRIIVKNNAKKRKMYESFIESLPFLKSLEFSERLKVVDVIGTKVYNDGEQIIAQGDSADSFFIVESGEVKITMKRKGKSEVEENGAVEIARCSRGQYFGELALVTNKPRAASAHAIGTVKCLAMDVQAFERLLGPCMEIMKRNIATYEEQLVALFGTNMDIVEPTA
PvdQ inh: blocks Pseudomonas aeruginosa PvdQ acylase activity; inhibition, % at 10 µM; purified PvdQ acylase, fluorescence plate reader; AID 488965; 340,000 compounds, 0.063% hits; in the data active = inhibition above about 30%, passing the limit was not always enough;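 note: 0% = vehicle neutral wells and 100% = reference inhibitor wells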
DAGLB inh: blocks human DAGLB lipase activity | Q8NCG7 | HEK293T DAGLB membrane lysate, EnzChek fluorogenic substrate | inhibition, % at 5.17 µM | 340,000 compounds, 0.059% hits | AID 504411; in the data active = inhibition above about 34%;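 note: 0% = enzyme with vehicle and 100% = wells lacking enzyme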
Target sequence (Q8NCG7 whole entry, looked up): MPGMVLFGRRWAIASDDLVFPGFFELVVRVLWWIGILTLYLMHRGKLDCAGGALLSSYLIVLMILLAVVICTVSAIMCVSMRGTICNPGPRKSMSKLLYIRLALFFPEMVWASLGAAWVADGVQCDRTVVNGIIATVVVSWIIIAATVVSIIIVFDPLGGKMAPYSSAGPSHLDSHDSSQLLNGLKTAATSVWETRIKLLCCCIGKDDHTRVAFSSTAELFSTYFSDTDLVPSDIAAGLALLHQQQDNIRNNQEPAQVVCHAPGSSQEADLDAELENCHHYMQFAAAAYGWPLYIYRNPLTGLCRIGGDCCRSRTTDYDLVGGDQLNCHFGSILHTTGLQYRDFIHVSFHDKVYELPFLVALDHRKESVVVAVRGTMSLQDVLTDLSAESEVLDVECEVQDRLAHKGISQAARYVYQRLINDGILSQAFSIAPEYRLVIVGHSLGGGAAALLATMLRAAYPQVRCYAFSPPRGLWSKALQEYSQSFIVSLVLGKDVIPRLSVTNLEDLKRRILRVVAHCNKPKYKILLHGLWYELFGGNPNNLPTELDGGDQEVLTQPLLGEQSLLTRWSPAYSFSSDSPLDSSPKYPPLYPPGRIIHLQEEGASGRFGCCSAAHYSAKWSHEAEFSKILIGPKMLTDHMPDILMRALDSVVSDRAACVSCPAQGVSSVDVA
RTF Ca sens inh: cardiac RTF calcium desensitization; inhibition, % at 7.15 µM; P19429+P45379; AID 493244; IANBD-labeled cardiac RTF, Ca2+ fluorescence; 340,000 compounds, 0.12% hits;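 active = inhibition above the mean inhibition of all tested compounds plus 3 SD, cut at about 17% in these data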;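 note: assay run at fixed EC70 calcium of 1.6 mM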
LANA DNA inh: blocks KSHV LANA C-terminal domain binding to DNA. MBP-C-LANA/FAM-LBS DNA binding, fluorescence polarization. inhibition, % at 9 µM. 340,000 compounds, 0.078% hits. AID 504423;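 active = highest replicate inhibition at or above 60% at 9 µM, even if other replicates fall short; inactive = all replicates below 60% inhibition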;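 note: 0% = neutral control wells and 100% = 4 µM acridine orange control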
SR-BI HDL uptake: blocks mouse SR-BI lipid uptake from DiI-HDL. ldlA[mSR-BI] CHO cells, DiI-HDL uptake fluorescence, 3 h. inhibition, % at 12.5 µM. 320,000 compounds, 0.96% hits;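 active = mean replicate inhibition of at least 70% and a set share of replicates each scoring 70 or more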;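 note: 0% = median of neutral control wells and 100% = median of positive control wells; values of inactives mirror those of a sister screen read the other way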
Starred values were filed as active, the others as inactive; nt = no result given.

SMILES	Keap1 Nrf2 FP	Arr AP2 block	NSD2 HMT inh	SR-BI DiI-HDL act	PKA-R2B act	PvdQ inh	DAGLB inh	RTF Ca sens inh	LANA DNA inh	SR-BI HDL uptake
CCOC(=O)c1c(C)[nH]c(C(=O)COC(=O)CNC(=O)c2ccc(Cl)cc2Cl)c1C	-8	-3	1	8	-8	-5	-1	-3	-1.8	-8
Cn1c2c(c(=O)n(C)c1=O)C(c1ccc(Br)cc1)Nc1ccccc1O2 (configuration not stated)	6	20	-2	1	-2	0	-1	3	-1.4	-1
C=C[C@]12CC[C@H](OC(C)=O)CC1=CCC1C2CC[C@@]2(C)C1CCC21OCCO1 (some centres not stated)	-1	3	-2	-6	1	-10	-2	-1	0.8	6
Cc1ccccc1C(=O)NCC(=O)NNC(=S)NC(=O)c1ccccc1C	-2	1	2	6	-2	2	-1	1	0.0	-6
Cc1onc(-c2ccccc2)c1C(=O)Oc1cccnc1	-6	-3	-1	-7	-23	5	2	-2	-2.4	7
O=C(CN1CCN(c2ccccc2)CC1)Nc1ccc(OCc2ccccc2)cc1	1	6	5	-37	7	-12	-2	-3	0.6	37
Cc1ccc(NC(=O)CSc2ncnc3ccccc23)cc1S(=O)(=O)N1CCCCC1	-4	-2	-1	-37	-2	-14	-8	-2	2.3	37
CC(=O)N1CCN(S(=O)(=O)c2cccc(C(=O)OCC(=O)N(Cc3ccccc3)C(C)(C)C)c2)CC1	3	36	-1	19	-8	-7	-3	-7	-1.0	-19
CC(=O)c1nn(-c2cccc(Br)c2)cc1C(=O)c1ccc(Cl)cc1	-1	-8	-2	-35	-11	7	-4	11	0.2	35
CCCC1C2CN(C(C)C)CC=C2C(C#N)=C(N)C1(C#N)C#N (configuration not stated)	20*	12	nt	1	0	10	-8	-52	45	-1
COc1cc(OC)cc(C(=O)NC(C(=O)Nc2ccc3c(c2)OCCO3)C(C)C)c1 (configuration not stated)	-5	-7	12	11	2	-20	1	-1	-0.1	-11
CCOc1cc(C(=S)N2CCOCC2)ccc1OC(=O)c1cc(OC)c(OC)c(OC)c1	2	12	-1	-41	3	-6	-2	-12	-1.0	41
COc1ccc(OC)c(/C=C2\SC(=S)N(C(C(=O)O)c3ccccc3)C2=O)c1 (configuration not stated)	-12	6	17	12	0	3	4	-7	-5.2	-12
CC(=O)NCCNc1nc2c(-c3ccccc3)nnn2c2ccccc12	-5	15	-9	-27	-9	-17	2	-7	-1.3	27
Cc1cc(=O)n2nc(N3CCCC3C(=O)Nc3cccc(Cl)c3C)sc2n1 (configuration not stated)	-3	8	nt	12	4	-9	1	-7	-0.7	-12
Cc1cc(C)cc(NC(=O)CCn2ccnc2)c1	-6	-9	-1	1	8	-18	1	-14	0.0	-1
O=Cc1ccc(OCc2ccc3c(c2)OCO3)cc1	0	-5	-4	21	0	-3	-3	-4	1.1	-21
CCOC(=O)N1CCN(S(=O)(=O)c2ccc(OCC(=O)OC)cc2)CC1	6	1	22	21	-8	-13	0	0	0.6	-21
C/C(=N\NC(=O)C1CC1)c1cccnc1	-2	1	-4	-6	-11	-15	-1	-15	-0.3	6
O=C(NCCCCCCCCNC(=O)c1cccc2ccccc12)c1cccc2ccccc12	-1	4	-2	-67	-13	-4	-1	-5	-0.3	67
COc1cc(C)nc(N(C)S(=O)(=O)c2ccccc2Cl)n1	3	-2	-4	0	-8	-4	-3	-1	-2.1	0
CCn1cc(/C=N/N=C2\CCC3C4CCc5cc(O)ccc5C4CC[C@]23C)c(C)n1 (some centres not stated)	-5	0	2	-23	-10	-17	-7	-1	1.0	23
COc1ccc(CC(C)N2CCN(c3ccccc3OC)CC2)cc1OC (configuration not stated)	-7	8	7	-1	-12	-5	1	6	0.2	1
CCC(=O)c1ccc(OCC(=O)Nc2ccc3c(c2)OCCO3)cc1	6	8	nt	8	0	5	0	-17	-0.6	-8
COCCn1c(N2CCCC2)nc2c1c(=O)[nH]c(=O)n2C	-1	-2	19	31	-4	-13	0	-7	5.7	-31
O=C(CCNC(=O)c1ccc(Cl)cc1)NC1CCCCCC1	0	30	0	15	-10	6	-2	-1	1.5	-15
Cc1nn(Cc2c(Cl)cccc2Cl)c(C)c1N	4	23	-1	14	1	4	-2	1	-0.1	-14
Cc1ccc(S(=O)(=O)N2CCN(C3CC(=O)N(CCc4ccccc4)C3=O)CC2)cc1C (configuration not stated)	-4	2	0	36	-1	-16	-5	-5	-0.3	-36
CCc1cc(=O)oc2cc(OCC(N)=O)c(Cl)cc12	-1	21	3	29	3	8	1	-1	1.0	-29
Fc1ccccc1Cc1nnc2n1N=C(c1ccc(Cl)cc1)CS2	-7	-8	-1	-5	-2	-17	2	0	-2.5	5
Cc1ccc2c(c1)N(CC(=O)NCCCN1CCN(C)CC1)C(=O)CO2	4	3	-4	-1	-6	-11	-1	-8	-0.1	1
Cc1ccccc1C(=O)Nc1sc(C)c(C)c1C(=O)c1ccccc1	5	4	2	-43	0	-4	-8	-1	-2.2	43
Nc1nc(-c2ccc3c(c2)CCC(=O)N3)cs1	4	-4	2	-9	8	-6	0	-5	0.0	9
CC(C)(C)c1nnc(NC(=O)c2cccnc2Cl)s1	3	6	-2	21	4	1	1	7	-1.4	-21
CCOC(=O)c1sc(NC(=O)CC2OC(=O)c3ccccc32)nc1C (configuration not stated)	-1	31	-1	-37	-6	-3	1	-9	-0.6	37
COc1cccc(CNC(=O)C2CCN(C(=O)N(C)C)CC2)c1	2	-9	0	-2	1	2	-1	8	0.7	2
CNc1nc(Cl)nc2ncn(C)c12	1	36	2	27	4	-3	1	2	-1.0	-27
COc1cc2c(cc1OC)/C(=C/c1ccc(Br)cc1)C(=O)OC2	-1	4	24	-9	6	4	1	5	-0.5	9
COCCNC(=S)N/N=C/c1ccc(OCc2ccc(C(=O)OC)cc2)cc1	1	10	-4	15	-3	-7	3	-17	2.7	-15
CCNS(=O)(=O)c1ccc2c(c1)n(C)c(=O)n2C	-3	6	-2	4	-1	-8	0	-7	-0.4	-4
CC(=O)c1c(O)cc(C)n(Cc2ccccc2)c1=O	-1	3	-1	18	-5	2	-1	8	-0.4	-18
CN(NC(=O)c1ccccc1Cl)c1ncc(C(F)(F)F)cc1Cl	1	35	0	-4	1	3	-2	3	0.0	4
Cc1ccc(F)c(CNC(=O)C2CCC(=O)N(Cc3ccccn3)C2)c1F (configuration not stated)	1	-2	0	21	-4	-10	4	-8	-1.0	-21
COc1ccc(CNC(=O)CS(=O)(=O)Cc2nc(-c3ccc(OC)cc3)oc2C)cc1	-2	11	-2	-30	-4	-6	1	3	-0.5	30
Cc1ccc(C(=O)N/C(=C/C=C\c2ccccc2)C(=O)NCc2ccco2)cc1	-1	nt	-1	-3	-4	-3	-1	-1	-0.6	3
CCc1cccc2c1NC(=O)C21N2CCCC2C(C(=O)c2ccc3ccccc3c2)C12C(=O)Nc1ccccc12 (configuration not stated)	0	17	1	7	-12	2	2	-4	0.0	-7
CCCC(=O)Nc1ccccc1NC(=O)c1ccc(OCC)c(OCC)c1	-3	30	15	7	-6	11	-1	-5	-1.2	-7
Cc1cc2ncn(CC3CC3(Cl)Cl)c2cc1C (configuration not stated)	-1	-3	0	-47	3	-1	-1	-2	-2.0	47
CC(C)Oc1ccc(N2CC(C(=O)Nc3ccc4c(c3)OCO4)CC2=O)cc1 (configuration not stated)	-3	2	nt	-17	-9	-5	-2	-7	-1.1	17
CCOc1ccc(OCCCC(=O)N(C)CC(=O)Nc2ccc(N3CCOCC3)cc2)cc1	1	16	4	-24	-8	7	-3	3	-0.7	24
CCOc1ccccc1C1CC(=O)Nc2cc(C)c(C)cc21 (configuration not stated)	-3	8	-2	0	2	-14	4	0	-1.8	0
CC(Sc1ccc2ccccc2c1)C(=O)NC(N)=O (configuration not stated)	-3	4	-1	nt	-11	-3	2	0	1.3	nt
COc1ccc(-c2ncnc(C(F)(F)F)c2-c2csc(C)n2)c(O)c1	-4	-10	3	-8	1	-1	0	-2	0.2	8
CCOc1c(Br)cc(CNC2CCCCCCC2)cc1OC	1	11	0	-6	-2	-1	0	6	-2.3	6
CC(Oc1ccc(Cl)cc1)c1ccnc(N)n1 (configuration not stated)	-3	-4	-1	11	0	-3	1	-24	0.0	-11
N#CCN(N=Nc1ccccc1)c1ccccc1	1	-2	-3	16	-3	75*	-4	-6	1.8	-16
COc1ccc(-c2csc(NCc3ccco3)n2)cc1C	-3	-5	1	-20	-6	-10	-8	-28	-1.6	20
COc1ccc2cc(C(=O)N3CCCC(Nc4ccc(F)cc4)C3)n(C)c2c1 (configuration not stated)	4	0	2	0	2	-16	0	3	-2.6	0
Cc1ccccc1NC(=O)NCCCN1CCCC1	4	-6	0	2	5	-10	-1	-5	0.3	-2
COc1ccc(/C=N/Nc2ccccn2)cc1OC	2	-9	7	3	nt	-10	nt	nt	-1.6	-3

A different layout for part of the listing above.
> COc1ccc(/C=N/Nc2ccccn2)cc1OC
  Keap1 Nrf2 FP = 2; Arr AP2 block = -9; NSD2 HMT inh = 7; SR-BI DiI-HDL act = 3; PKA-R2B act = nt; PvdQ inh = -10; DAGLB inh = nt; RTF Ca sens inh = nt; LANA DNA inh = -1.6; SR-BI HDL uptake = -3
> CCCC(=O)Nc1ccccc1NC(=O)c1ccc(OCC)c(OCC)c1
  Keap1 Nrf2 FP = -3; Arr AP2 block = 30; NSD2 HMT inh = 15; SR-BI DiI-HDL act = 7; PKA-R2B act = -6; PvdQ inh = 11; DAGLB inh = -1; RTF Ca sens inh = -5; LANA DNA inh = -1.2; SR-BI HDL uptake = -7

Next part.
SMILES	Keap1 Nrf2 FP	Arr AP2 block	NSD2 HMT inh	SR-BI DiI-HDL act	PKA-R2B act	PvdQ inh	DAGLB inh	RTF Ca sens inh	LANA DNA inh	SR-BI HDL uptake
CCn1c(CS(=O)Cc2ccc(Cl)cc2Cl)nnc1SCc1c(Cl)cccc1Cl (configuration not stated)	0	-6	-3	-63	-2	-10	0	-4	0.8	63
O=C(CCNC(=O)c1ccc([N+](=O)[O-])cc1)Nc1ccc(F)c(F)c1F	-2	-13	0	0	-9	-9	-1	-30	-0.4	0
O=C(Nc1cc(F)ccc1F)C1CCN(S(=O)(=O)c2cccc3nonc23)CC1	-2	12	-5	nt	8	-6	3	-2	1.6	nt
COCCN(C(=O)COC(=O)CNC(=O)c1ccc(C)cc1)c1c(N)n(Cc2ccccc2)c(=O)[nH]c1=O	-5	-24	-2	1	1	-15	-2	-6	0.4	-1
O=C(Cn1ccc([N+](=O)[O-])n1)N1CCc2ccccc21	-1	-7	-3	nt	-3	-14	-1	-4	0.9	nt
C=CCCC(=O)N1C[C@H]2CON(C)[C@H]2C[C@H]1c1cccc(Nc2ccccc2)c1	-3	-13	nt	-2	4	-19	1	-10	0.7	2
O=C(c1ccc(OC2CCN(Cc3ccccc3OC(F)F)CC2)cc1)N1CCCC1	-5	-5	1	-36	4	-27	1	-4	1.5	36

Outcome played no part in choosing rows. About 2.1% of those tested had a hit in this group.
